Source: PubChem BioAssay
UBC9 SUMO inh = SUMOylation inhibition. actives 0.36% (n = 290,000). HTRF SUMOylation assay, SAE1/SAE2 + UBC9, in vitro. inhibition, % at 35 µM; in the data active means inhibition above about 50%, passing the limit was not always enough; further: strong numbers were not always called active
Target sequence (P63279 whole entry, looked up): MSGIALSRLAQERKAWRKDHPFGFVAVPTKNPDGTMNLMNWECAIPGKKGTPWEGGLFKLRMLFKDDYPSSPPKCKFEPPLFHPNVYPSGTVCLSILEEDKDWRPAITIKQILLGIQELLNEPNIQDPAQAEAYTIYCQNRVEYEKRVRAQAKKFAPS
NS3 helicase inh = inhibitors of Hepatitis C virus NS3 helicase; NS3 helicase DNA unwinding, Cy5 molecular beacon fluorescence; inhibition, % at 10.9 µM; actives 0.56% (n = 290,000);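 active means inhibition above the mean of all tested compounds plus 3 SD, set per campaign, cut at about 35% in these data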;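 further: 0% = DMSO wells and 100% = thioflavine S control wells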
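Compound dosing – single dose, 10.9 µM nominal final, DMSO 0.8% final · System – NS3 helicase fragment of HCV · Buffer or medium – MOPS pH 6.5, MgCl2, DTT, Tween20, BSA · Signal – Cy5 beacon fluorescence read at start and 1 h · Also added – annealed dual-labelled DNA beacon duplex, ATP-started · Schedule – 1 h at 25 °C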
IMP-1 inhibitor = inhibitors of Pseudomonas aeruginosa IMP-1 metallo-beta-lactamase; purified IMP-1, nitrocefin hydrolysis, epi-absorbance fluorescence; inhibition, % at 5.6 µM; actives 0.45% (n = 290,000); AID 1556;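 active means inhibition above the mean plus 3 SD of all compounds in the same screening run, cut at about 4.5% in these data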;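 further: 0% = IMP-1 with DMSO and 100% = DMSO wells lacking enzyme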
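System: purified IMP-1 / Input: IMP-1 dispensed at 0.2 nM / Medium: 50 mM HEPES pH 7.1, 50 µM ZnSO4, 0.05% Brij 35 / Timing: 15 min enzyme–compound preincubation, then 25 min nitrocefin reaction, 25 °C / Technique: plate fluorescence quenching by hydrolysis product, ex 480/em 530 nm / Repeats: singlicate testing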
NALP1 inh = NALP1 inhibition. S. cerevisiae NALP1/ASC/caspase-1 growth, X-gal OD620, 72 h. inhibition, % at 10 µM. actives 0.61% (n = 280,000). AID 2071; in the data active means inhibition mostly above about 24%, no sharp cut-off; inactive means mostly below about 32%; further: some compounds called inactive have numbers as strong as hits
DNA FID counter = counter-screen for HCV NS3 helicase inhibitors: DNA intercalator displacement. inhibition, % at 7.9 µM. DNA fluorescent intercalator displacement, fluorescence. actives 0.17% (n = 290,000); in the data active means inhibition above about 37%;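 further: 0% = vehicle and 100% = reference compound; higher means more ethidium bromide displaced from hairpin DNA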
MEKK2wt PB1 HTS = raises or lowers MEK5 binding to wildtype human MEKK2 PB1 domain. actives 1.1% (n = 290,000). binding response (% of control), % at 10 µM. bead flow cytometry, Alexa488-MEK5 binding to MEKK2 WT; actives lie on both sides. AID 1531. Q9Y2U5; in the data active means binding response below about 67% or above about 130%
PfM18AAP inh = blocks P. falciparum M18 aspartyl aminopeptidase | recombinant PfM18AAP, H-Glu-NHMec fluorogenic cleavage | inhibition, % at 7.35 µM | actives 1.2% (n = 290,000) | AID 1822;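 active means inhibition above the campaign mean inhibition over all tested compounds plus 3 SD, cut at about 28% in these data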;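 further: 0% = plate median of test compound wells and 100% = 2 mM ZnCl2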
VIM-2 inhibitor = inhibitors of Pseudomonas aeruginosa VIM-2 metallo-beta-lactamase | inhibition, % at 5.6 µM | purified VIM-2, nitrocefin hydrolysis, epi-absorbance fluorescence | actives 0.89% (n = 290,000);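 active means inhibition above the mean of all tested compounds plus 3 SD, cutoff set per screening run, cut at about 7.5% in these data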;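 further: red hydrolysis product quenches plate fluorescence so inhibitors raise well fluorescence; 0% = enzyme with DMSO and 100% = DMSO without enzyme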
MEKK2 mut-MEK5 = signal of MEK5 binding to mutant human MEKK2 PB1 domain; bead flow cytometry, Alexa488-MEK5 binding to MEKK2 mutant; percent response, % at 10 µM; actives 0.35% (n = 290,000); in the data active means percent response above about 24%, passing the limit was not always enough; further: inactives centre near 1; some results filed as inactive read as strong as hits
Active calls of the source: *; . = not tested or not shown.

Sequence of screens: IMP-1 inhibitor, DNA FID counter, NALP1 inh, MEKK2wt PB1 HTS, NS3 helicase inh, UBC9 SUMO inh, MEKK2 mut-MEK5, PfM18AAP inh, VIM-2 inhibitor
COc1cc(Cn2ccnc2)c(OC)cc1Cn1ccnc1
 : -0.6, 7.3, 11.5, 104.0, -10.8, 13.8, 5.0, -3.3, -0.7
Cc1c(Cl)c([N+](=O)[O-])nn1CC(=O)NC(C)C1CC2CCC1C2 (stereo not drawn)
 : -3.1, 5.8, 9.1, 102.0, 5.2, 15.5, -9.0, -0.2, -3.4
Cc1cc2nc[nH]c2cc1[N+](=O)[O-]
 : 0.0, -2.6, 31.4, 96.0, 5.3, 13.9, -6.0, -9.4, -0.6
COc1ccc(OC)c(-c2csc(NC(=O)C3=NNC(=O)CC3)n2)c1
 : -3.9, -17.7, -6.4, 96.0, 0.9, 11.4, 0.0, 9.0, -3.4
Nc1nc(SCC(=O)Nc2ccc(Cl)c(S(=O)(=O)N3CCOCC3)c2)n[nH]1
 : -2.1, -0.6, 13.4, 74.0, 1.2, 11.6, -35.0, -3.6, -1.9
COC(=O)c1cnc(Oc2c(Cl)cc(N)cc2Cl)cc1C(F)(F)F
 : 0.6, -18.0, ., 93.0, -10.1, 0.6, 2.0, -4.7, -0.1
CCOC(=O)CSc1nnc(CNc2ccc(F)cc2)o1
 : -1.1, -4.2, 4.9, 107.0, 0.6, 12.2, 0.0, 3.6, -0.4
O=C(NC1CC2CCCC(C1)N2C(=O)Nc1ccc(Cl)c(C(F)(F)F)c1)C1CC1 (stereo not drawn)
 : -1.7, -3.0, 3.0, 94.0, -5.4, -3.7, -6.0, 3.1, -1.8
Nc1nonc1C(=O)NCCNCc1cc(Br)ccc1OCc1ccccc1F
 : 1.8, 39.7*, 10.4, 113.0, -84.2, 4.6, -1.0, 22.1, 1.3
O=C1N/C(=N/S(=O)(=O)c2ccccc2)S/C1=C/c1cccnc1
 : -1.3, -14.8, 12.9, 101.0, 13.5, 7.5, 10.0, 4.5, -1.0
COc1ccc(-c2nnc(NC(=O)c3ccc(S(=O)(=O)N4CCc5ccccc5C4)cc3)o2)cc1
 : -3.2, -9.2, -4.0, ., 16.9, -25.1, ., -9.2, -3.9
Cc1ccc(-n2c(SCC(=O)Nc3cc(C)on3)nc3c(c2=O)SC(C)C3)cc1 (stereo not drawn)
 : -4.2, -5.2, ., 109.0, 5.4, -10.0, 5.0, -5.9, -4.0
COc1ccc(CCNC(=O)C2CC(c3cccc([N+](=O)[O-])c3)=NO2)cc1 (stereo not drawn)
 : -2.6, -12.9, 19.1, 100.0, 9.2, 26.7, -2.0, 4.0, -0.3
CCCC(CCC(=O)OC)(C(=O)OCC)c1csc(N)n1 (stereo not drawn)
 : -2.8, -7.1, 12.2, 109.0, 2.5, 14.2, 6.0, 0.3, 0.0
Cc1ccc(NC(=O)N(CCCN2CCOCC2)Cc2cc3cc4c(cc3[nH]c2=O)OCO4)cc1
 : -4.5, 1.7, 11.2, ., -9.9, 22.3, ., 4.7, 0.4
O=C(Cc1cccs1)N1CCN(S(=O)(=O)c2cccc([N+](=O)[O-])c2)CC1
 : -1.2, -1.6, 8.5, 98.0, -1.2, 12.8, -1.0, -12.5, 1.2
COc1ccc(OC)c(C2c3[nH]c4ccccc4c3C[C@H]3C(=O)N(CCCOC(C)C)CC(=O)N23)c1 (stereo partly drawn)
 : -2.9, -48.9, 8.5, 102.0, -25.0, -9.4, -1.0, 2.0, -4.2
Cc1ccc(CN2CCNC(=O)C2CC(=O)N(C)C2CCCCC2)o1 (stereo not drawn)
 : -3.6, -7.0, 8.6, 94.0, 4.0, 19.2, -9.0, -7.9, 0.2
CCCCCCn1c(=O)c(C(=O)N/N=C/c2cccc(F)c2)c(O)c2ccccc21
 : -4.2, -7.7, 14.4, 89.0, -5.7, 10.7, -10.0, 2.1, -5.4
COc1ccc(CC(=O)Nc2cc(Cl)ccc2C(=O)O)cc1
 : -4.8, -17.4, 0.4, 101.0, 14.7, 13.2, 2.0, -1.4, 0.1
O=C(NCc1ccccc1)C1CCN(S(=O)(=O)c2ccc(Cl)cc2)CC1
 : -4.1, -12.1, 4.8, 94.0, -5.2, 1.3, -5.0, 16.0, -4.7
O=Cc1ccc(-c2ccc([N+](=O)[O-])cc2Cl)o1
 : -2.6, 5.7, 0.5, 91.0, 16.3, 20.1, -7.0, 9.7, 0.3
Cc1cccc(NC(=O)C2CCCN2C(=O)Oc2ccccc2)c1C (stereo not drawn)
 : 0.9, -8.8, -4.5, 97.0, 9.1, 25.9, 13.0, 4.3, 1.2
COCCn1c(Cc2ccccc2)nnc1SCC(=O)NC(C)(C)C
 : -1.3, -6.8, -8.5, 97.0, 1.3, 9.1, -4.0, 1.6, -3.6
Cc1ccc(C(=O)N/C(=C/c2cccs2)C(=O)NCC2CCCO2)cc1 (stereo not drawn)
 : -2.1, -8.8, 16.2, 97.0, -9.1, 4.7, -3.0, -2.3, -0.2
Cc1ccc(CS(=O)(=O)CCC(=O)NCc2ccccc2Cl)cc1
 : -4.4, -19.4, -7.0, 100.0, 7.9, 0.7, 2.0, 3.7, -5.0
COc1ccc(NC(C)=O)cc1NC(C)C(=O)Nc1ccc(F)cc1 (stereo not drawn)
 : -5.1, 0.0, 9.8, 102.0, 3.6, 0.1, 9.0, 24.0, 0.2
O=C(CCN1N=C(c2ccccc2)CCC1=O)NC1CCCC1
 : -2.3, -10.8, 14.1, 97.0, 2.0, 2.3, 1.0, 3.7, -1.3
O=C(Nc1c(-c2ccccc2)nc2sccn12)c1ccccc1
 : -0.4, 3.5, 7.8, 106.0, -8.0, -4.4, 8.0, -8.3, 1.1
COCCCN1C(=O)C(=O)/C(=C(/O)c2ccc(S(=O)(=O)N3CCOCC3)cc2)C1c1ccc(F)cc1 (stereo not drawn)
 : -2.1, -50.7, 16.5, 95.0, 3.8, ., -8.0, -11.4, 0.9
O=C(c1csc(Nc2ccccc2Cl)n1)N1CCCC1
 : -5.6, -7.0, 35.4, ., -3.2, 13.5, ., -0.1, 0.1
COc1ccccc1NC(=O)C1=C(C)Nc2ncnn2C1c1ccccc1C (stereo not drawn)
 : -4.1, -1.3, 2.2, 95.0, -6.4, -8.8, -4.0, -3.4, -0.2
Cc1sc(NC(=S)NC(=O)C(C)(C)C)c(C(N)=O)c1C
 : -0.5, -1.1, 13.6, 92.0, 7.5, 9.7, -2.0, 17.7, 1.1
Cc1ccc(S(=O)(=O)N2CCN(C(=O)CC(C)n3nc(C)c(Cl)c3C)CC2)cc1C (stereo not drawn)
 : -1.1, -39.6, 11.1, 105.0, -17.2, -10.8, 1.0, 3.9, -0.3
CCOC(=O)c1c(S(=O)(=O)NCC(=O)N2CCN(c3ccc(OC)cc3)CC2)c(C)n(C)c1C
 : 0.0, -32.1, 10.3, 93.0, 4.9, ., -9.0, -1.9, 1.3
Cc1cc(NC(=O)COc2cccc(C)c2C)no1
 : -0.7, -1.8, 32.4, 100.0, 4.1, -10.2, 4.0, -3.2, -2.2
CCOc1ccc(-n2c(SCC(N)=O)nnc2-c2cccnc2)cc1
 : -2.3, -4.8, -5.0, 96.0, 8.3, -1.9, 2.0, -6.7, -3.9
CCCCNC(=O)/C=C/c1cccs1
 : -2.6, -3.8, 27.0, 106.0, 6.0, 3.9, -1.0, -4.5, -4.6
O=C1CS/C(=N/N=C2CCCC2)N1
 : -2.5, -1.3, -24.4, 86.0, -16.6, -17.7, -9.0, 1.6, -2.6
Nc1nc(NCCCN2CCOCC2)nc(Nc2cccc(Cl)c2)c1[N+](=O)[O-]
 : -0.5, 17.5, 8.2, 107.0, -51.7, -5.8, -8.0, 0.4, 28.8*
CCCc1cc(=O)[nH]c(N/N=C/C=C\c2ccccc2)n1
 : -4.5, -18.0, 6.5, 99.0, 1.9, -1.6, 2.0, 23.4, -4.3
CSCCC(NC(=O)c1ccccc1)C(=O)N1CC=C(c2ccccc2)CC1 (stereo not drawn)
 : -0.6, -41.1, 22.0, 101.0, -12.7, -10.4, 2.0, 3.2, -0.2
CNC(=O)COC(=O)/C=C/c1cn(-c2ccccc2)nc1-c1ccc(C)o1
 : 1.3, -33.9, 6.1, 96.0, -20.0, 31.6, -11.0, -40.2, 2.5
O=S(=O)(c1cccs1)N1CCN(c2ccccc2Cl)CC1
 : -1.1, -17.9, 22.5, 101.0, -7.6, -15.1, 2.0, 0.8, -0.8
CCCNC(=O)CN1C(=O)NC(CC)(c2ccc(F)cc2)C1=O (stereo not drawn)
 : -2.4, -5.7, 2.5, 99.0, 1.0, 9.3, 0.0, 1.5, -1.7
Cc1cccc(S(=O)(=O)Nc2nc3ccccc3nc2NCc2ccco2)c1
 : -3.1, -19.8, 1.0, ., 15.8, 21.4, ., 11.5, -1.4
CCOC(=O)CON1C(=O)c2ccccc2C1=O
 : -1.2, 0.7, 22.0, 100.0, 4.6, 22.5, 1.0, -1.4, -2.2
Cc1oncc1C(=O)NC(C)C
 : -2.3, 1.4, -2.3, 100.0, -3.9, 3.9, 7.0, -3.7, -5.5
CC(OC(=O)CCc1nc2ccccc2c(=O)[nH]1)C(=O)NCc1ccc2c(c1)OCO2 (stereo not drawn)
 : -0.9, -11.8, -6.2, 92.0, -3.9, 5.2, -4.0, -0.2, -1.0

Full records, looked up by structure. Values in the order: IMP-1 inhibitor, DNA FID counter, NALP1 inh, MEKK2wt PB1 HTS, NS3 helicase inh, UBC9 SUMO inh, MEKK2 mut-MEK5, PfM18AAP inh, VIM-2 inhibitor
Entry for Cc1cccc(S(=O)(=O)Nc2nc3ccccc3nc2NCc2ccco2)c1 → -3.1, -19.8, 1.0, ., 15.8, 21.4, ., 11.5, -1.4
Entry for CCCCCCn1c(=O)c(C(=O)N/N=C/c2cccc(F)c2)c(O)c2ccccc21 → -4.2, -7.7, 14.4, 89.0, -5.7, 10.7, -10.0, 2.1, -5.4
Entry for COc1ccccc1NC(=O)C1=C(C)Nc2ncnn2C1c1ccccc1C (stereo not drawn) → -4.1, -1.3, 2.2, 95.0, -6.4, -8.8, -4.0, -3.4, -0.2
Entry for CCCC(CCC(=O)OC)(C(=O)OCC)c1csc(N)n1 (stereo not drawn) → -2.8, -7.1, 12.2, 109.0, 2.5, 14.2, 6.0, 0.3, 0.0

Rows are unselected; 4.7% or so of the library scored in one or more.
